GSTO1 counter: counter-screen for RBBP9 inhibitors: inhibitors of human GSTO1; inhibition, % at 5.96 µM; recombinant GSTO1, activity-based probe fluorescence polarization; 300,000 tested, 1.1% active; P78417;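 active = inhibition above the campaign mean inhibition plus 3 SD, cut at about 35% in these data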;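 also: 0% = GSTO1-1 with DMSO and 100% = wells lacking GSTO1-1 enzyme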
Target sequence (P78417 whole entry, looked up): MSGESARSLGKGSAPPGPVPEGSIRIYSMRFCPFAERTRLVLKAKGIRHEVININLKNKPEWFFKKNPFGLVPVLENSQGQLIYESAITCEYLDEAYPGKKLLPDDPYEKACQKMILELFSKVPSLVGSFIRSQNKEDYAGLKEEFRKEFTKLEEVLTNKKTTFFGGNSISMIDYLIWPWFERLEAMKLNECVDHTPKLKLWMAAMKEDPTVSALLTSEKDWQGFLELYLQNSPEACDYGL
pPAFAH inh: pPAFAH (human) enzyme inhibition | recombinant pPAFAH, FP-rhodamine probe fluorescence polarization | inhibition, % at 3.39 µM | 330,000 tested, 1.5% active | AID 463082;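 active = inhibition above the mean inhibition across the screen plus 3 SD, cut at about 25% in these data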;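 also: inhibitors block binding of the rhodamine activity-based probe so polarization drops; 0% = enzyme with DMSO and 100% = wells lacking pPAFAH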
PAFAH1B3 FP inh: inhibitors of human PAFAH1B3; inhibition, % at 3.39 µM; recombinant PAFAH1B3, FP-rhodamine probe, fluorescence polarization; 340,000 tested, 0.28% active; AID 492972;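 active = inhibition above the screen-wide average of all tested compounds plus 3 SD, cut at about 25% in these data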;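 also: 0% = enzyme with DMSO only and 100% = wells lacking PAFAH1B3 protein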
Target sequence (Q15102 whole entry, looked up): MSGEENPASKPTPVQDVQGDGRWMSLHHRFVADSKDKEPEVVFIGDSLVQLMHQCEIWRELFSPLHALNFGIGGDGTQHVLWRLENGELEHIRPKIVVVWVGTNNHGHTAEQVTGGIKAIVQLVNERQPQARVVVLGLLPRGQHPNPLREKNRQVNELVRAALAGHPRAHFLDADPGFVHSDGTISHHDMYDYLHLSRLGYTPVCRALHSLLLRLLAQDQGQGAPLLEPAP
PAFAH2 inh: PAFAH2 (human) inhibition. Q99487. recombinant PAFAH2, FP-rhodamine activity probe, fluorescence polarization. inhibition, % at 3.39 µM. 340,000 tested, 0.99% active. AID 492956;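 active = inhibition above the mean over all tested compounds plus 3 SD, cut at about 30% in these data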;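 also: inhibitors block probe labeling of enzyme so polarization drops; 0% = enzyme with DMSO and 100% = wells lacking PAFAH2 protein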
PME-1 inh: blocks human protein phosphatase methylesterase 1 | AID 2130 | Q9Y570 | inhibition, % at 5.9 µM | 320,000 tested, 0.53% active | recombinant PME-1, FP-Rh probe fluorescence polarization;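 active = inhibition above the campaign mean of all compounds plus 3 SD, cut at about 26% in these data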;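 also: competitive labeling of PME-1 active site by serine hydrolase directed probe; 0% = PME-1 with DMSO and 100% = wells lacking PME-1 enzyme; inhibitors block probe labeling so polarization falls and inhibition rises; many of its hits are not listed in these tables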
Target sequence (Q9Y570 whole entry, looked up): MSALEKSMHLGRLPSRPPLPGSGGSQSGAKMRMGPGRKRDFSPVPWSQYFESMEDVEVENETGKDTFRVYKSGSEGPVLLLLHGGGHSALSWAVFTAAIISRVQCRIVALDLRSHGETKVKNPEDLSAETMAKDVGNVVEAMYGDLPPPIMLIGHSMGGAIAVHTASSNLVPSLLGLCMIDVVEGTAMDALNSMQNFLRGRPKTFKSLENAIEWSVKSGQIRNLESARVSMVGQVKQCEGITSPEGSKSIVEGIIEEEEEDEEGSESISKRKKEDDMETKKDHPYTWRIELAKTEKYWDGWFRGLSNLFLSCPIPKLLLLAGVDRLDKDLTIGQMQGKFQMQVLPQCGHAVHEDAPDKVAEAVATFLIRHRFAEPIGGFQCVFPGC
LYPLA1 inh: blocks human lysophospholipase 1, a PME1 counter-screen | recombinant LYPLA1, FP-Rh probe fluorescence polarization | inhibition, % at 5.9 µM | 320,000 tested, 0.16% active | AID 2174;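 active = inhibition above the mean of all tested compounds plus 3 SD, set per campaign, cut at about 14% in these data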;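 also: inhibitors block serine hydrolase probe labeling of LYPLA1 so polarization falls; 0% = enzyme with DMSO and 100% = wells lacking LYPLA1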
Target sequence (O75608 whole entry, looked up): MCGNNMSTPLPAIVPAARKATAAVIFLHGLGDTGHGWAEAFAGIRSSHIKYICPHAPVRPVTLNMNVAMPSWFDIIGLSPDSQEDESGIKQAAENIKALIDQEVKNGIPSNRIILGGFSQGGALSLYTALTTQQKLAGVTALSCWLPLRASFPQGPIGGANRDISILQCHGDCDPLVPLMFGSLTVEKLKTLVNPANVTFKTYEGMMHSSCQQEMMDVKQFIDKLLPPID
LYPLA2 counter: LYPLA2 (human) inhibition in PME1 counter-screen; O95372; recombinant LYPLA2, FP-Rh probe fluorescence polarization; inhibition, % at 5.9 µM; 320,000 tested, 0.38% active;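 active = inhibition above the screen-wide mean plus 3 SD, limit set per campaign, cut at about 26% in these data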;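 also: 0% = LYPLA2 with DMSO and 100% = wells lacking LYPLA2 enzyme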
PAFAH1B2 FP inh: PAFAH1B2 (human) inhibition; 340,000 tested, 1.2% active; inhibition, % at 3.39 µM; P68402; recombinant PAFAH1B2, FP-rhodamine activity probe, fluorescence polarization; AID 492953;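 active = inhibition above the mean of all tested compounds plus 3 SD, cut at about 24% in these data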;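 also: 0% = enzyme with DMSO and 100% = wells lacking PAFAH1B2; many of its hits are not listed in these tables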
PAD4 inh: PAD4 (human) enzyme inhibition; inhibition, % at 6.36 µM; Q9UM07; AID 485272; 330,000 tested, 0.41% active; recombinant PAD4, RCA probe fluorescence polarization;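 active = percent inhibition above a cutoff equal to the mean of all tested compounds plus 3 SD, cut at about 15% in these data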;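 also: 0% = PAD4 with RCA probe and DMSO and 100% = probe without PAD4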
Active calls of the source: *; . = not tested or not shown. An excerpt; the hit share may differ from the screen's.

SMILES	GSTO1 counter	pPAFAH inh	PAFAH1B3 FP inh	PAFAH2 inh	PME-1 inh	LYPLA1 inh	LYPLA2 counter	PAFAH1B2 FP inh	PAD4 inh
COC(=O)c1ccc2c(=O)[nH]c(COC(=O)c3c(-c4ccccc4Cl)noc3C)nc2c1	-6	6	2	0	-6	0	-6	4	4
CCc1ccc(NC(=O)C(C)Sc2nc(-c3ccco3)c(C#N)c(=O)[nH]2)cc1 (stereo not given)	-10	15	-3	-13	-1	-4	-2	19	0
COc1cccc(CNCCO)c1OCc1ccccc1	7	2	12	-4	-4	-2	-4	-1	-7
CC1=C(C(=O)OCc2ccccc2)C(c2cccc([N+](=O)[O-])c2)NC(=O)N1CCCCCC(=O)O (stereo not given)	2	9	13	6	-1	2	-3	-2	2
COc1ccc(C2C3=C(CC(C)(C)CC3=O)Oc3ncn(CCO)c(=N)c32)cc1OC (stereo not given)	3	-2	8	2	-4	-2	4	5	3
O=[N+]([O-])c1ncn(Cc2ccccc2Cl)n1	-2	0	2	0	-3	-1	-6	5	-5
Cc1cnc(C(=O)OC(C)C(=O)c2c(C)[nH]c3ccccc23)cn1 (stereo not given)	6	8	-4	0	-3	0	-2	3	-1
CCc1nnc(NS(=O)(=O)c2ccc(NC(=O)/C=C/c3ccc(OC)cc3OC)cc2)s1	-25	-14	-3	-26	-30	-14	-16	-4	-1
Cc1ccc(S(=O)(=O)N2CCC(C(=O)Nc3nnc(-c4ccco4)s3)CC2)cc1	-2	5	6	3	-1	2	3	5	0
CSc1nsc(SC)c1NC(=O)OC1CCCCC1	1	-6	6	2	4	2	4	0	4
COc1ccc(C(=O)N2CCN(S(=O)(=O)c3ccc(C)cc3)CC2)cc1S(=O)(=O)N1CCOCC1	-2	3	2	6	-1	1	5	5	-1
O=C(/C=C/c1ccccc1[N+](=O)[O-])NCc1cccnc1	3	0	5	-2	8	0	10	0	-1
N#C/C(=N\Nc1cccc(F)c1)C(=N)N1CCCCCC1	-2	6	3	4	4	0	1	1	1
Oc1c(C=C2N=c3ccccc3=N2)sc(=S)n1-c1ccc2ccccc2c1	3	4	0	-7	-7	1	2	3	-1
O=C(N[C@H]1CCC(=O)N([C@H](CSc2ccccc2)Cc2ccccc2)CC1)OCc1ccccc1	15	6	8	12	-5	-8	-6	5	0
C/C(=N\NC(=O)c1ccccc1C)c1cccnc1	13	-3	9	-1	-4	-7	-2	0	-1
Cc1ccc(S(=O)(=O)N(C)Cc2ccc(C(=O)N/N=C/c3ccc(OC(F)F)cc3)cc2)cc1	4	2	3	-6	-1	-3	-2	0	-3
COc1cccc(Cn2cnc3c(sc4nc(C)cc(C)c43)c2=O)c1	-4	7	-1	3	-1	-3	-4	0	1
Cc1ccc(S(=O)(=O)N2CCC(NC(=O)c3ccccc3)CC2)cc1	6	8	0	-1	17	4	10	1	1
O=S(=O)(c1ccccc1)N1CCN(C(=S)NCc2ccccc2)CC1	-1	3	2	-2	9	3	2	3	1
O=C(CO/N=C1\CCCc2nonc21)Nc1ccccc1Cl	0	6	4	1	1	0	6	1	-1
CC(=O)c1cc2c(cc1N/C(=N/S(=O)(=O)c1ccccc1)c1ccc(Cl)cc1)OCO2	0	-3	5	-4	-5	-2	0	0	-3
Cn1ccnc1C(=O)Cc1ccc([N+](=O)[O-])cc1	-2	9	.	.	-1	5	-2	.	-1
Cn1c(C(=O)c2ccccc2[N+](=O)[O-])nc2ccccc21	10	-2	6	5	-3	2	1	4	-8
COc1cccc(NC(=O)Cn2c(=O)n(CCC(=O)NC3CCN(Cc4ccccc4)CC3)c(=O)c3ccccc32)c1	-14	9	5	-15	-4	-2	0	0	-1
Cc1ccnc(SCC(=O)Nc2cccc(S(=O)(=O)N3CCOCC3)c2)n1	.	6	7	1	.	.	.	1	1
COc1cccc(/C=N/NC(=O)C(=O)NCc2ccco2)c1O	1	1	7	9	-2	-2	3	-3	0
Cc1n[nH]c(=O)nc1NCCN(C)C	-2	1	5	-7	-2	-3	-1	1	2
COC(=O)C1=CO[C@@H](OC2OC(CO)C(O)C(O)C2O)[C@@H]2C(CO)=CC[C@H]12 (stereo not given in full)	-2	4	13	0	6	3	-3	-1	-4
Cn1c(=O)oc2cc(S(=O)(=O)N3CCC4(CC3)OCCO4)ccc21	-1	4	8	-2	1	3	6	6	-1
CCOc1ccc(-c2nonc2NC(=O)c2ccco2)cc1OCC	-16	4	0	0	2	2	8	-2	-3
CCOc1ccccc1NC(=O)NCc1ccccc1F	0	0	5	5	-6	-1	-1	2	-12
Cc1cc(OCC(=O)NCCCN2CCOCC2)c2c(C)cc(=O)oc2c1	-1	5	2	8	0	-3	-2	3	-1
CC1CN(CCc2ccccc2)C(C)C/C1=N/O (stereo not given)	-2	-2	4	-4	-4	-1	3	2	1
COc1ccc(-c2csc(NC(=S)NC(=O)/C=C/c3ccc(C(C)C)cc3)n2)cc1OC	-2	3	-32	-64	-11	-1	0	-13	3
Cc1cc(C(=O)N/N=C/c2cccc3ccccc23)c(C)o1	-3	-1	4	4	-3	-5	-11	-1	-11
Cc1ccc(NC(=O)c2cccc(OCc3c(C)noc3C)c2)c(C)c1	3	10	1	2	2	-4	3	-3	0
Cc1nnc(SCCCN2C(=O)c3ccccc3C2=O)o1	-6	4	8	12	-4	0	-4	4	-12
NC(=O)CCCSc1nc2ccccc2[nH]1	3	4	4	9	1	0	0	4	-1
COc1ccc(C(=O)Nc2ccccc2C(=O)Nc2cccc(C)n2)cc1	6	-7	8	1	2	-3	1	2	1

Compounds shown so far that contain a cyano group:
SMILES	GSTO1 counter	pPAFAH inh	PAFAH1B3 FP inh	PAFAH2 inh	PME-1 inh	LYPLA1 inh	LYPLA2 counter	PAFAH1B2 FP inh	PAD4 inh
CCc1ccc(NC(=O)C(C)Sc2nc(-c3ccco3)c(C#N)c(=O)[nH]2)cc1 (stereo not given)	-10	15	-3	-13	-1	-4	-2	19	0
N#C/C(=N\Nc1cccc(F)c1)C(=N)N1CCCCCC1	-2	6	3	4	4	0	1	1	1

Next entries:
SMILES	GSTO1 counter	pPAFAH inh	PAFAH1B3 FP inh	PAFAH2 inh	PME-1 inh	LYPLA1 inh	LYPLA2 counter	PAFAH1B2 FP inh	PAD4 inh
O=C(NC1CCCCC1)Oc1ccccc1	1	0	10	-1	0	0	-2	2	2
CC(C)c1ccc(/C=C2\NC(=O)NC2=O)cc1	3	0	11	3	0	-4	2	4	2
CCOC(=O)c1c(C)c(-c2ccccc2)n(CC(=O)NCCCN(CC)CC)c1C	1	7	2	-6	1	0	6	-4	2
Cc1cccnc1NC(=O)CSc1nnc(Cc2ccccc2)o1	5	2	7	-6	-12	0	2	4	0
CC(=O)c1ccc(OC(=O)CN2C(=O)c3ccccc3C2=O)cc1	6	6	7	2	-1	0	-1	5	-4
CC1CCN(C(=O)CSc2nc(=O)n3ccccc3n2)CC1	2	5	3	1	0	-1	-4	2	-3
COc1cc(COc2ccc3c(C)c(Cc4ccccc4)c(=O)oc3c2)cc(OC)c1OC	1	-2	-1	-4	-2	17*	50*	0	3
CC1(C)Cc2c(sc(NC(=O)COc3cccc4ccccc34)c2C#N)C(C)(C)N1	2	0	-3	10	-9	-6	0	-2	3
O=C(Nc1ccc2[nH]c(=O)[nH]c2c1)c1ccc([N+](=O)[O-])o1	.	4	12	3	7	-2	-5	8	-14
COc1ccc(-c2nnn(CC(=O)N(CC3CCCO3)C(C(=O)NC(C)(C)C)c3ccco3)n2)cc1OC (stereo not given)	22	4	3	-9	1	1	1	3	1
O=C(c1cccs1)N1CCC(c2ccccc2)C1 (stereo not given)	-1	9	-7	1	2	-3	0	5	4
COc1ccc(C(=O)N2CCOC2CNC(=O)C(=O)NCc2ccc3c(c2)OCO3)cc1 (stereo not given)	5	6	2	4	-2	5	13	1	-1
Cc1cccc(N(C(=O)c2csnn2)C(C(=O)NCc2ccccc2)c2ccncc2)c1 (stereo not given)	2	12	0	14	-1	4	-1	2	2
O=C(NC(=S)Nn1cnnc1)c1ccc(F)cc1Cl	7	3	2	-4	-1	1	0	0	1
O=C(O)c1ccc(Nc2nc(-c3ccccc3)cs2)cc1	9	8	8	14	0	0	1	25*	-2
COc1ccccc1CNc1ccc(CNc2ncn[nH]2)cc1	6	5	6	-3	-5	2	-2	4	7
COC1=C/C(=C/c2c(N)n3cc(C)sc3nc2=O)C=CC1=O	0	-2	9	-3	-5	2	-5	-1	-2
CCCOc1cccc(C(=O)NCCCNC(=O)c2cccnc2)c1	1	1	5	-3	6	3	-2	-2	1
CC(C)N1CCC2(CC1)C(C#N)=C(N)NC(S)=C2C#N	10	22	.	.	-13	-13	-14	.	-34
Nc1c([N+](=O)[O-])cnnc1-c1ccccc1	-3	2	0	1	-3	1	1	0	2
CCN(CC(=O)NC1CCS(=O)(=O)C1)c1nc(-c2ccccc2)nc2ccccc12 (stereo not given)	2	9	6	-13	1	0	0	1	-1
O=C(O)CC1Oc2ccc(Cl)cc2NC1=O (stereo not given)	2	1	1	-2	-6	0	-8	6	-1
COc1ccc(Cl)cc1NC(=O)CN(C)Cc1cccs1	1	6	4	-6	4	5	7	4	-2
CCc1ccc(CNC(=O)C2CCCN(c3nnc(C)c4c(C)n(-c5ccccc5)nc34)C2)cc1 (stereo not given)	4	16	-4	4	-11	-4	-5	-1	-8
Cc1nc(-c2cccs2)ccc1C(=O)O	4	3	4	5	1	-1	0	4	-1
Cc1ccc(-c2nc(CS(=O)CC(=O)NCCN(CC(C)C)CC(C)C)c(C)o2)cc1 (stereo not given)	-4	6	0	-3	-4	3	7	-1	3
O=C(O)c1ccc(S(=O)(=O)c2ccc3c(c2)C(=O)N(c2ccc(O)cc2)C3=O)cc1	15	11	2	2	0	1	4	4	62*
Cc1nnc2ccc(-c3ccc(NC(=O)c4cccnc4Cl)cc3)nn12	-6	1	-2	3	4	1	7	0	-1
COc1cccc(-c2nn(-c3ccccc3)cc2/C=C(\C#N)C(=O)NCCCn2ccnc2)c1	-2	1	3	-3	-3	-2	3	4	0
Cc1cccc(-n2ncc3c(N(CCO)CCO)ncnc32)c1	-1	0	11	-5	-1	0	1	1	-3
Brc1ccc(-c2cnco2)cc1	3	1	12	7	10	1	9	14	-1
CC1(C)CC(C(CC(=O)N2CCCC2)Cc2ccccc2)CCO1 (stereo not given)	-1	-5	2	-1	-5	-1	-4	-1	-1
CCOc1ccc(NC(=S)NC2CC3CCC(C2)N3Cc2ccco2)cc1 (stereo not given)	6	1	4	1	-2	2	3	5	2
CCOc1ccc(S(=O)(=O)N2CCC(C(=O)N3CCCCCC3)CC2)cc1Cl	-1	1	0	-4	-5	-3	-6	-6	3
CCC(C)C(Nc1ccc(C(=O)OC)cc1[N+](=O)[O-])C(=O)OC (stereo not given)	0	0	2	1	2	-1	1	4	1
CC(C)CNC(=O)c1cccc(NC(=O)COc2ccc([N+](=O)[O-])cc2)c1	3	1	8	7	-2	0	6	-1	1
CCC1CCCCN1Cc1ccc(OC)c(C)c1 (stereo not given)	-2	-3	7	0	3	2	-1	-7	-5
COc1cc(Cl)ccc1OCc1cc(C(=O)NCCCN2CCCC2=O)no1	-7	2	7	6	4	0	3	1	2
CC(C)C1COS(=O)(=O)NC1CC(=O)SC(C)(C)C (stereo not given)	12	0	5	6	-5	-2	5	-6	1

PAFAH1B2 FP inh, what is marked active above.
compound,pPAFAH inh,PAFAH1B3 FP inh,PAFAH2 inh,PME-1 inh,PAFAH1B2 FP inh,PAD4 inh
O=C(O)c1ccc(Nc2nc(-c3ccccc3)cs2)cc1,8,8,14,0,25*,-2
